GLP1R inv ag – acts as inverse agonist at human GLP-1 receptor; P43220; HEK293 GLP-1R CRE-luciferase, luminescence, 24 h; GLP-1R form is constitutively active; Potency, µM (top dose mostly 38.3 µM), for inactives: at the top dose activity change, negative = inhibition, most hits filed as inhibitors; 410,000 tested, 1.6% active; AID 624417; also: potency is read from the fitted curve at half-maximal effect; % is scaled to controls: 0 for no effect and ±100 for the full control effect; nearly all actives have a fitted effect of over 55% in size
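Cells are plated, allowed 12 hours at 37 deg C, then treated with compounds for 24 hr before luciferase detection reagent is added and luminescence is read after 12 min at room temperature. The HEK293 line carries constitutively active GLP-1R with a cAMP-responsive reporter.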
PLK1 PBD inh – blocks phosphopeptide binding to human PLK1 polo-box domain; AID 720504; Potency, µM, inactives show max response, negative = inhibition, hits mostly inhibitors; Plk1 PBD binding of FITC phosphopeptide, fluorescence polarization; 360,000 tested, 2.8% active; P53350; also: potency is read from the fitted curve at half-maximal effect; series mostly up to about 57 µM; % is scaled to controls: 0 for no effect and ±100 for the full control effect; nearly all actives have a fitted effect of over 65% in size
GLP-1R agonist – agonists of human GLP-1 receptor; HEK293 GLP-1R CRE-luciferase, luminescence, 4-6 h; cells express a hypersensitive GLP-1R form; P43220; AID 624172; 380,000 tested, 0.007% active; Potency, µM (top dose mostly 45.6 µM), without a hit: at the highest dose activation, usual class: activators; also: potency is read from the fitted curve at half-maximal effect; % of control where 0% means no effect
PTHR1 ag – activates the human parathyroid hormone receptor PTHR1. HEK293 GP2 PTHR1 cells, GloSensor cAMP luminescence, 1 h. Potency, µM (series often up to 115 µM), without a hit: at the top dose activation, most hits filed as activators. 410,000 tested, 0.075% active. AID 743266; also: potency is read from the fitted curve at half-maximal effect; nearly all actives have a fitted effect of over 55% in size; some results filed as inactive show a strong effect at the top dose; inactives centre near -15; many of its hits are not listed in these tables
Target sequence (Q03431 whole entry, looked up): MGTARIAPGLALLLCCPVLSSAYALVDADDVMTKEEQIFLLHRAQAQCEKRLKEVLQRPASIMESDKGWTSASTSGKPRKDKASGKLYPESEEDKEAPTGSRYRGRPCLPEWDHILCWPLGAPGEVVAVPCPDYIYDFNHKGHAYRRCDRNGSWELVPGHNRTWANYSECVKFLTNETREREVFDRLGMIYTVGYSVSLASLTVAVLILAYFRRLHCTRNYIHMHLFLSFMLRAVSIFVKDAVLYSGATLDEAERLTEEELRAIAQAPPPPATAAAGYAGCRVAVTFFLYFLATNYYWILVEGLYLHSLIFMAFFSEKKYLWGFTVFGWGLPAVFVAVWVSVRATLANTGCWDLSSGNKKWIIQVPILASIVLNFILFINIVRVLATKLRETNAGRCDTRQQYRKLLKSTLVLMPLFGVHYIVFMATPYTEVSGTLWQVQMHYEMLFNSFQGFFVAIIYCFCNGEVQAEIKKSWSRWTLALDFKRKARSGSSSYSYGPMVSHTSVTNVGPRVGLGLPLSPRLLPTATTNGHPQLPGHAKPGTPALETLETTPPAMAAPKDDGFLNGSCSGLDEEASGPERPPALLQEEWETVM
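HEK-293-derived GP2 cells expressing PTHR1 and a GloSensor cAMP reporter, 3,000/well, plated overnight, given luciferin plus IBMX (each 0.5 mM as added) for 1 h at 37 °C, then compound for 1 h at 37 °C. Luminescence was read after 15 min at room temperature.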
EPAC1 antagonist – blocks human EPAC1 exchange factor. Potency, µM (titrated, usually from 115 µM), for inactives: top-dose activity change, negative = inhibition, actives largely listed as inhibitors. AID 720709. 360,000 tested, 0.14% active. EPAC1 GEF assay, Rap1b-BODIPY-GDP exchange fluorescence;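 also: potency is read from the fitted curve at half-maximal effect; plate controls were vehicle for no effect and positive control for full effect; nearly all actives have a fitted effect of over 50% in size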
GLP1R cytotox – cytotoxic in the GLP-1 receptor inverse agonist counter-screen. AID 624418. 410,000 tested, 0.13% active. HEK293 cAMP-luciferase reporter cells, luminescence, 24 h. Potency, µM (highest dose often 38.3 µM), inactives show at the highest dose activity change, negative = inhibition, usual class: inhibitors;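 also: loss of luciferase light is scored as toxicity; potency is read from the fitted curve at half-maximal effect; % is scaled to controls: 0 for no effect and ±100 for the full control effect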
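Compound-treated cells are incubated 24 hr at 37 deg C under 5% CO2 after a 12 hour attachment period, then luciferase detection reagent is added and luminescence is measured following 12 min at room temperature; lowered signal indicates toxicity.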
EPAC1 ag – activates human EPAC1 exchange factor | Potency, µM (titrated, usually from 154 µM), without a hit: top-dose activation, actives largely listed as activators | AID 720707 | EPAC1 agonist qHTS, biochemical assay; response scale: 100% = response to 6.5 mM cAMP | 360,000 tested, 0.073% active; also: potency is read from the fitted curve at half-maximal effect; nearly all actives have a fitted effect of over 60% in size
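Compounds were pinned as a concentration titration into mixtures of EPAC1 (100 nM), BODIPY-GDP-loaded Rap1B (250 nM) and GDP (50 uM). After 5 min at room temperature, fluorescence was followed for 30 min; activity was scaled to 6.5 mM cAMP.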
IL-2 act – activates IL-2 in a cell-based reporter assay; IL-2 activation reporter assay, cell-based qHTS; stimulated with anti-CD3/CD4/CD28 beads; in transgenic mouse T cells; activation, % (series mostly up to about 46 µM); 360,000 tested, 0.065% active; in the data active = activation above about 50%; inconclusive = mostly about 30% to 49%; also: 0% is about no effect
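EGFP and DsRed fluorescence is measured by plate cytometry in unstimulated transgenic mouse T cells exposed to compound for 60 minutes, then stimulated 18 hours at 37 degrees C with anti-CD3/anti-CD4 beads plus anti-CD28.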
PI5P4Ka inh – inhibitors of human PI5P4K alpha; PI5P4Kalpha enzyme, ADP-Glo luminescence, 60 min; active compounds read low; 330,000 tested, 1.2% active; P48426; max response, %; active = max response of -50% or lower; inconclusive = between -30% and -50%; inactive = -30% or higher; also: value at the top dose of about 77 µM; % is scaled to controls: 0 for no effect and ±100 for the full control effect
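Quantitative HTS of the MLSMR library against PI5P4Kalpha with substrate. ATP added last at 5 microM final; room temperature, 60 minutes. Remaining ATP depleted, ADP converted and read as luminescence.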
* = called active by the depositor; i = inactive; ? = inconclusive; / = no result given; [ ] = remark or other dose. Unless noted, calls follow the shape of the dose curve; as a rule, active = well fitted curve in the direction sought with a large enough effect; inconclusive = small, poorly fitted or top-dose-only effect, or another doubt; inactive = no such curve, though single readings can be large; an effect the other way counts as inactive or inconclusive. A portion of the library. The share of hits here may be higher or lower than overall.

Sample of the layout (twelve entries):
Order of results: GLP1R inv ag	PLK1 PBD inh	GLP-1R agonist	PTHR1 ag	EPAC1 antagonist	GLP1R cytotox	EPAC1 ag	IL-2 act	PI5P4Ka inh
1) COc1ccc(C(N)CCc2ccco2)cc1 (stereo not given)
    ?	-3%	1%	i	0%	3%	8%	0.5	2
2) CCCN(CC(=O)Nc1ccccc1C)C(=O)C1CC(=O)N(c2ccc(CC)cc2)C1 (stereo not given)
    ?	-1%	11%	-6%	4%	-13%	3%	-0.5	4
3) Cc1cc2c(cc1C)NC(=O)CC(C(F)(F)C(F)(F)C(F)(F)F)=N2
    ?	0%	-1%	i	-2%	-11%	-27%	0.8	0
4) CCc1ccccc1N(C(=O)c1snc(C(N)=O)c1N)C(C(=O)NCC1CCCO1)c1c[nH]c2ccccc12 (stereo not given)
    ?	2%	2%	i	25%	-13%	2%	0.7	0
5) COC(=O)C1=C(c2ccccc2)c2ccccc2S(=O)(=O)N1CC(=O)Nc1cc(C)ccc1C
    -12%	/	1%	-11%	/	-10%	/	/	/
6) COc1cccc(N(CC(=O)N2CCN(C)CC2)S(=O)(=O)c2ccccc2)c1
    0%	-3%	12%	i	-2%	1%	6%	-1.5	/
7) CCCCN1CCc2c(c3ccccc3n2Cc2ccccc2)C1
    ?	-15%	-3%	i	-24%	?	-5%	-0.1	-1
8) Cc1c(NC(=S)NC(NC(=O)C(C)C)C(Cl)(Cl)Cl)c(=O)n(-c2ccccc2)n1C (stereo not given)
    6%	-9%	-28%	-35%[inhibitor]	-4%	-13%	-8%	-0.3	-2
9) Cc1cccc(Nc2ncnc3onc(-c4ccc(F)cc4)c23)c1C
    -11%	-8%	14%	i	-2%	4%	-3%	-1.7	3
10) CC(C)Cn1c(SCC(N)=O)nnc1-c1cccc(S(=O)(=O)N2CCOCC2)c1
    13%	-4%	-5%	i	9%	-9%	-1%	-4.9	0
11) CCCS(=O)(=O)NC(=O)C1(C)CCN(C(=O)c2cc(C)nn2C(C)(C)C)C1 (stereo not given)
    7%	-1%	-4%	-20%	-21%	3%	-2%	0.2	-3
12) O=C1NC[C@H](CCCCN2C[C@H](Cc3ccc(O)cc3)N(CCc3ccccc3)C(=O)C2=O)N(CCc2ccccc2)C1=O
    22%	-1%	9%	-31%[inhibitor]	-13%	1%	1%	-0.1	-2

All compounds of this part, from the first entry:
Order of results: GLP1R inv ag	PLK1 PBD inh	GLP-1R agonist	PTHR1 ag	EPAC1 antagonist	GLP1R cytotox	EPAC1 ag	IL-2 act	PI5P4Ka inh
1) COc1ccc(C(N)CCc2ccco2)cc1 (stereo not given)
    ?	-3%	1%	i	0%	3%	8%	0.5	2
2) CCCN(CC(=O)Nc1ccccc1C)C(=O)C1CC(=O)N(c2ccc(CC)cc2)C1 (stereo not given)
    ?	-1%	11%	-6%	4%	-13%	3%	-0.5	4
3) Cc1cc2c(cc1C)NC(=O)CC(C(F)(F)C(F)(F)C(F)(F)F)=N2
    ?	0%	-1%	i	-2%	-11%	-27%	0.8	0
4) CCc1ccccc1N(C(=O)c1snc(C(N)=O)c1N)C(C(=O)NCC1CCCO1)c1c[nH]c2ccccc12 (stereo not given)
    ?	2%	2%	i	25%	-13%	2%	0.7	0
5) COC(=O)C1=C(c2ccccc2)c2ccccc2S(=O)(=O)N1CC(=O)Nc1cc(C)ccc1C
    -12%	/	1%	-11%	/	-10%	/	/	/
6) COc1cccc(N(CC(=O)N2CCN(C)CC2)S(=O)(=O)c2ccccc2)c1
    0%	-3%	12%	i	-2%	1%	6%	-1.5	/
7) CCCCN1CCc2c(c3ccccc3n2Cc2ccccc2)C1
    ?	-15%	-3%	i	-24%	?	-5%	-0.1	-1
8) Cc1c(NC(=S)NC(NC(=O)C(C)C)C(Cl)(Cl)Cl)c(=O)n(-c2ccccc2)n1C (stereo not given)
    6%	-9%	-28%	-35%[inhibitor]	-4%	-13%	-8%	-0.3	-2
9) Cc1cccc(Nc2ncnc3onc(-c4ccc(F)cc4)c23)c1C
    -11%	-8%	14%	i	-2%	4%	-3%	-1.7	3
10) CC(C)Cn1c(SCC(N)=O)nnc1-c1cccc(S(=O)(=O)N2CCOCC2)c1
    13%	-4%	-5%	i	9%	-9%	-1%	-4.9	0
11) CCCS(=O)(=O)NC(=O)C1(C)CCN(C(=O)c2cc(C)nn2C(C)(C)C)C1 (stereo not given)
    7%	-1%	-4%	-20%	-21%	3%	-2%	0.2	-3
12) O=C1NC[C@H](CCCCN2C[C@H](Cc3ccc(O)cc3)N(CCc3ccccc3)C(=O)C2=O)N(CCc2ccccc2)C1=O
    22%	-1%	9%	-31%[inhibitor]	-13%	1%	1%	-0.1	-2
13) Cc1nn(-c2ccccc2)c(=O)c2noc(C)c12
    26%	-6%	-3%	-1%	-6%	-2%	0%	-0.9	-4
14) CCOC(=O)c1c(NC(=O)C(F)(OC)C(F)(F)F)sc2c1CCN(C)C2 (stereo not given)
    ?	3%	15%	i	-13%	68%[activator]	-10%	0.3	6
15) Fc1ccc(-c2ccnc(=S)[nH]2)cc1
    0%	9.5µM*	-3%	-1%[57.5 µM]	-1%	14%	11%	-1.4	/

Three of the entries above in order of their number in PLK1 PBD inh, highest first:
| # | Molecule | PLK1 PBD inh |
| --- | --- | --- |
| 1 | COc1ccc(C(N)CCc2ccco2)cc1 (stereo not given) | -3% |
| 10 | CC(C)Cn1c(SCC(N)=O)nnc1-c1cccc(S(=O)(=O)N2CCOCC2)c1 | -4% |
| 9 | Cc1cccc(Nc2ncnc3onc(-c4ccc(F)cc4)c23)c1C | -8% |

The list goes on:
Order of results: GLP1R inv ag	PLK1 PBD inh	GLP-1R agonist	PTHR1 ag	EPAC1 antagonist	GLP1R cytotox	EPAC1 ag	IL-2 act	PI5P4Ka inh
16) CC(=O)c1ccc(S(=O)(=O)N2CCN(C(=O)/C=C/c3ccc4ccccc4n3)CC2)cc1
    ?	-27%	-3%	-62%[inhibitor]	-12%	-20%	0%	-1.1	-58*
17) CCCC1=Nc2cc(C(=O)N3CCC(C(N)=O)CC3)ccc2Sc2ccccc21
    1%	-7%	-2%	-72%	10%	-9%	2%	-2.3	2
18) COc1cc(CNc2ccc(O)cc2)cc(Br)c1OCc1ccccc1F
    -19%	-2%	4%	-46%[inhibitor]	28µM*	-11%	-1%	-1.8	1
19) COC(=O)c1ccccc1C(=O)N1CCC(CCC(=O)NC2CC2)CC1
    3%	-8%	3%	i	9%	-8%	0%	-1.3	0
20) Cc1ccc2c(c1)NC(=O)C(CC(=O)NCCCN1CCCC1)O2 (stereo not given)
    12%	-11%	-5%	i	4%	0%	10%	-3.5	-4
21) Cc1ccc(OCc2ccc(C(=O)NCc3cccnc3)cc2)cc1C
    -3%	-5%	13%	-26%	8%	6%	1%	-4.3	1
22) COCCCNC(=O)CS(=O)(=O)Cc1nc(-c2ccccc2C)oc1C
    -9%	3%	5%	-2%	6%	-1%	-6%	-0.9	4
23) COc1ccc(NS(=O)(=O)c2ccc(C)c(C(=O)OC(C)C(=O)N3CCOCC3)c2)cc1 (stereo not given)
    2%	5%	10%	-21%	2%	-7%	1%	0.0	-8
24) CCC(=O)N1CCc2cc(S(=O)(=O)NCCC(=O)N3CCN(c4cccc(OC)c4)CC3)ccc21
    5%	-7%	-4%	-33%[inhibitor]	?	1%	-5%	4.9	4
25) CC(C)(C)CC(C)(C)NC(=S)Nc1ccc(S(=O)(=O)N2CCOCC2)cc1
    ?	-5%	1%	-31%[inhibitor]	-24%	6%	-10%	-4.8	-3
26) C=CCn1c(C)cc(-c2csc(NC)n2)c1C
    -2%[0.307 µM]	-8%	4%	-3%	-7%	4%[0.307 µM]	6%	-0.7	?
